PPARg SRC-1 ag = PPARgamma-driven SRC-1 recruitment agonism; AID 631; PPARgamma-SRC-1 coactivator recruitment biochemical assay; activation, % at 8 µM; actives 0.41% (n = 200,000); in the data active = activation above about 19%;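 also: 0% = DMSO and 100% = reference agonist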
Diaph act CS = activates diaphorase or chemically reduces, flagging diaphorase assay artifacts; Diaphorase/resazurin coupled assay, resorufin fluorescence, 16 min; hits give high values; 1 = vehicle wells, 0 = NADH-free wells; activation factor at 20 µM; actives 0.005% (n = 190,000);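 active = diaphorase activity raised at least twofold by the compound at 20 µM; inactive = activation factor below 2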
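test system = bacterial diaphorase enzyme (C. kluyveri) | quantity = enzyme 0.07 U/mL final | reagent = NADH substrate 0.114 mM plus resazurin dye 0.1 mM, final | incubation = 16 min enzyme reaction, ambient temperature | buffer or medium = HEPES pH 7.4 buffer with MgCl2 and Tween 20 | signal = fluorescence of resorufin, 544 nm excitation, 590 nm emission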
Diaph inh CS = diaphorase inhibition or chemical oxidation counter-screen; diaphorase resazurin-to-resorufin fluorescence, NADH, 16 min; bacterial (C. kluyveri) enzyme, not human; inhibition, % at 20 µM; actives 0.69% (n = 190,000);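 active = primary screen inhibition at 20 µM above a set limit, cut at about 50% in these data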;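 also: plate controls were DMSO with full reaction for no effect and wells lacking NADH for full effect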
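Test system: Clostridium kluyveri diaphorase enzyme / Quantity: diaphorase at 0.14 U/mL in enzyme working solution / Incubation: 16-min room-temperature incubation before reading / Benchmarks: NADH-free wells as positive control, DMSO-only neutral wells / Signal: resorufin fluorescence 544/590 nm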
G6PDH CS = counter-screen for G6PDH assay hits: L. mesenteroides G6PDH inhibition; Purified L. mesenteroides G6PDH, diaphorase/resazurin coupled fluorescence, 45 min; inhibition, % at 5 µM; actives 0.12% (n = 200,000); AID 1020; in the data active = inhibition above about 50%
PPARg SRC2 recr = agonists of SRC-2 recruitment by human PPARgamma. actives 0.34% (n = 200,000). PPARgamma LBD-SRC-2 recruitment, biochemical. AID 1032. activation, % at 8 µM; in the data active = activation above about 22%;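 also: 0% = vehicle and 100% = reference agonist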
PPARg SRC-3 ag = PPARgamma-driven SRC-3 recruitment agonism | P37231 | biochemical PPARgamma/SRC-3 coactivator recruitment assay | activation, % at 8 µM | actives 0.26% (n = 200,000); in the data active = activation above about 23%;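 also: 0% = DMSO and 100% = reference agonist; some compounds past the cut are filed as inactive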
PMI act = phosphomannose isomerase (human) activation; P34949; purified human PMI, coupled resazurin fluorescence, 20 min; hits give high values; 1 = vehicle control, 0 substrate-free wells; activation factor at 20 µM; actives 0.005% (n = 190,000); AID 1214;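 active = activation factor of 2 or more at 20 µM, relative to plate controls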
S1P3 antagonist = S1P3 (human) receptor antagonism. Q99500. CHO S1P3 NFAT-BLA reporter, FRET fluorescence, antagonist mode. inhibition, % at 4.98 µM. actives 0.27% (n = 170,000). AID 485;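 active = inhibition above the plate cutoff, the mean inhibition of test wells on that plate plus 3 SD, cut at about 28% in these data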;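 also: cells challenged with S1P at its EC80 of 0.8 µM; blue over green emission ratio from cleaved BLA substrate after 4 h stimulation; 0% = S1P-stimulated wells and 100% = unstimulated DMSO-only wells; some compounds past the cut are filed as inactive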
Target sequence (Q99500 whole entry, looked up): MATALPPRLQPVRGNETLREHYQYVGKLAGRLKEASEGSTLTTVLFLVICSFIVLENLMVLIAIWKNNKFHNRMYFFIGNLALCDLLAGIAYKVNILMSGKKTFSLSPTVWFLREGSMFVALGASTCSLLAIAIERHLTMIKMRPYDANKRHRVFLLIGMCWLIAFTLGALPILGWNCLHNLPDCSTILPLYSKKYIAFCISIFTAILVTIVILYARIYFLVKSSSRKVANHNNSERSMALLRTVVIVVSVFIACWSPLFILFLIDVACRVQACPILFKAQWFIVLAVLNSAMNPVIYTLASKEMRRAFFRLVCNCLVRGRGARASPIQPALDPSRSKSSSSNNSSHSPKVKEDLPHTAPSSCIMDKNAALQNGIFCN
PMI act hi M6P = increases human PMI activity with near-saturating mannose 6-phosphate; activation factor at 20 µM; coupled PMI enzyme assay, resazurin fluorescence, 20 min; hits give high values; 1 = untreated enzyme, 0 = substrate-free blank; P34949; actives 0.34% (n = 190,000);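 active = activation factor of 2 or more at 20 µM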
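Technique: Diaphorase-driven resazurin-to-resorufin fluorescence, excitation 544, emission 590 nm | Assay system: Human PMI in coupled enzyme assay | Times: Enzyme reaction with compound 20 min at room temperature | Medium: HEPES-buffered pH 7.4 with magnesium and detergent | Reagent: Mannose-6-phosphate 1.0 mM (near-saturating) plus 0.22 mM NADP+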
ROMK mod = human ROMK K+ channel modulation, primary screen; Tet-inducible ROMK, thallium flux fluorescence; actives lie on both sides; B-score at 10 µM; actives 2% (n = 130,000);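 active = signal ratio slope over the read window, or its plate-corrected B-score, at least 3 SD from the plate mean, either direction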;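 also: B-score of the F/F0 ratio slope over 7 to 12 s after thallium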
Target sequence (P48048 whole entry, looked up): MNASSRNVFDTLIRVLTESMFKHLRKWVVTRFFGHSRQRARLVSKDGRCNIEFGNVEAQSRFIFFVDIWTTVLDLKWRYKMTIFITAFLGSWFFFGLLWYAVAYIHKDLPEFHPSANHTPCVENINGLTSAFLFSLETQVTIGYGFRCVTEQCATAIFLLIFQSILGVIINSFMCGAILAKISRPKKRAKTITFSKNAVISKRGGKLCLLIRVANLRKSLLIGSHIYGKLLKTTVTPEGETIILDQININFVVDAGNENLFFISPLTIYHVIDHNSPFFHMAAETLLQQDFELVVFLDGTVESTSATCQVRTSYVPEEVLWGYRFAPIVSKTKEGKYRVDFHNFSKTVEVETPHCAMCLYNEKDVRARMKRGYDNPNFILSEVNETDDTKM
SRC2 TRFRET art = TR-FRET artefact, counter-screen to PPARgamma/SRC-2 agonist assay | hits give high values | TR-FRET ratio at 8 µM | actives 0.4% (n = 200,000); in the data active = TR-FRET ratio above about 2000; also: inactives centre near 1500
The depositor's hits bear a star; · = not tested or not shown.

SMILES	PPARg SRC-1 ag	Diaph act CS	Diaph inh CS	G6PDH CS	PPARg SRC2 recr	PPARg SRC-3 ag	PMI act	S1P3 antagonist	PMI act hi M6P	ROMK mod	SRC2 TRFRET art
Cc1ccccc1C(=O)NC(=S)Nc1ccc(S(=O)(=O)N2CCOCC2)cc1	1	0.9	11	13	9	-4	0.8	-11	1	·	1633
CCCC(=O)N1CC2(CCC)CN(C(=O)CCC)CC(CCC)(C1)C2=O	6	0.9	15	-14	1	0	0.9	8	1	·	1720
COCCn1c(SCC#N)nnc1-c1ccc(OC)cc1	0	0.9	6	1	0	6	1	·	1.1	0.085	1518
Cc1ccc(-n2[nH]c(C)c(/C=N/Nc3ccc([N+](=O)[O-])cc3[N+](=O)[O-])c2=O)cc1C	9	0.8	22	12	5	5	0.9	-16	1	·	1557
N#CCCn1c(=O)n(CCC#N)c2ccccc21	-2	0.9	10	8	3	0	0.9	-3	1.1	0.17	1596
O=C(O)c1cc2c(ccc3ccccc32)oc1=O	4	0.9	10	-3	5	5	1	·	1	·	1473
CC1C(C#N)=C(N)OC2=C1C(=O)CCC2 (stereo not given)	-6	0.8	22	-1	1	-3	0.9	-14	0.9	0.71	1640
O=C(COC(=O)c1ccc[n+]([O-])c1)Nc1c(Br)cc([N+](=O)[O-])cc1Br	4	0.9	5	0	-1	-1	1.1	-20	1.1	-0.26	1457
CCN(CC)CCC#CC(O)(c1ccccc1)C1CCCCC1 (stereo not given)	-1	1	4	2	-2	1	1	-2	1	-0.48	1560
Fc1cccc(Cl)c1Cn1nnc2c(-n3ccnc3)ncnc21	0	0.9	8	-9	5	-6	0.9	3	1	0.75	1563
Cc1cc(C)c(C)c(S(=O)(=O)Nc2ccc(OCC(=O)O)cc2)c1C	-2	0.9	9	9	-6	1	1.1	·	1	·	1295
Cn1c(=O)cc(SCC(=O)N2CCN(c3ccccn3)CC2)c2ccccc21	38*	0.8	20	-3	55*	53*	1	-28	1	·	2556*
O=C1CN(C(=O)COC(=O)c2ccccc2NCc2ccco2)c2ccccc2N1	-6	0.8	19	8	8	-3	0.8	·	0.9	-0.0011	1419
O=S1(=O)N=C(N2CCCc3ccccc32)c2ccccc21	14	1.1	-12	9	1	-1	1.1	17	1.1	-0.16	1567
CC(C)C(=O)NC(NC1CCS(=O)(=O)C1)C(Cl)(Cl)Cl (stereo not given)	2	0.9	11	9	-4	-2	0.9	-20	0.9	0.0039	1524
O=C(NC1CC1)c1sccc1-n1cccc1	1	0.9	9	0	2	-1	1	·	1	0.067	1407
Cn1cc(S(=O)(=O)NCc2ccco2)c(=O)n(C)c1=O	-5	0.8	18	0	4	-17	1	-10	1	·	1535
CCOC(=O)C1(CC)NC(c2ccc(N(C)C)cc2)C2C(=O)N(C)C(=O)C21 (stereo not given)	0	0.9	14	1	-1	3	1	-6	0.9	·	1612
O=C(Cc1ccc(-n2c(=O)c3sccc3n(CC(=O)Nc3ccccc3F)c2=O)cc1)NCc1ccco1	6	0.9	10	-2	-6	0	1	0	0.9	-0.092	1583
C/C(=C\C=C(C#N)C#N)c1cc(C#N)c(N)o1	5	0.7	27	19	3	11	0.6	-9	0.3	·	1464
CN1CCO/C1=C(\C(Cl)=C(Cl)Cl)[N+](=O)[O-]	8	0.8	25	4	-4	1	0.9	-17	0.9	0.017	1678
Cc1ccc(C)c(NC(=O)CSc2nc3[nH]ncc3c(=O)[nH]2)c1	-2	1	-4	10	-2	-2	1	-5	1.1	0.36	1335
NS(=O)(=O)c1ccc(NC(=O)c2c(Cl)cccc2Cl)cc1	12	0.8	15	20	14	5	0.9	7	0.9	0.022	1661
COc1ccc(OCC(=O)Nc2nc3ccccc3[nH]2)cc1	-5	0.9	6	1	5	0	1.1	·	1.1	2	1323

9 entries from above, in markdown:
| Molecule | PPARg SRC-1 ag | Diaph act CS | Diaph inh CS | G6PDH CS | PPARg SRC2 recr | PPARg SRC-3 ag | PMI act | S1P3 antagonist | PMI act hi M6P | ROMK mod | SRC2 TRFRET art |
| --- | --- | --- | --- | --- | --- | --- | --- | --- | --- | --- | --- |
| O=C(NC1CC1)c1sccc1-n1cccc1 | 1 | 0.9 | 9 | 0 | 2 | -1 | 1 | · | 1 | 0.067 | 1407 |
| Cn1cc(S(=O)(=O)NCc2ccco2)c(=O)n(C)c1=O | -5 | 0.8 | 18 | 0 | 4 | -17 | 1 | -10 | 1 | · | 1535 |
| CCOC(=O)C1(CC)NC(c2ccc(N(C)C)cc2)C2C(=O)N(C)C(=O)C21 (stereo not given) | 0 | 0.9 | 14 | 1 | -1 | 3 | 1 | -6 | 0.9 | · | 1612 |
| O=C(Cc1ccc(-n2c(=O)c3sccc3n(CC(=O)Nc3ccccc3F)c2=O)cc1)NCc1ccco1 | 6 | 0.9 | 10 | -2 | -6 | 0 | 1 | 0 | 0.9 | -0.092 | 1583 |
| C/C(=C\C=C(C#N)C#N)c1cc(C#N)c(N)o1 | 5 | 0.7 | 27 | 19 | 3 | 11 | 0.6 | -9 | 0.3 | · | 1464 |
| CN1CCO/C1=C(\C(Cl)=C(Cl)Cl)[N+](=O)[O-] | 8 | 0.8 | 25 | 4 | -4 | 1 | 0.9 | -17 | 0.9 | 0.017 | 1678 |
| Cc1ccc(C)c(NC(=O)CSc2nc3[nH]ncc3c(=O)[nH]2)c1 | -2 | 1 | -4 | 10 | -2 | -2 | 1 | -5 | 1.1 | 0.36 | 1335 |
| NS(=O)(=O)c1ccc(NC(=O)c2c(Cl)cccc2Cl)cc1 | 12 | 0.8 | 15 | 20 | 14 | 5 | 0.9 | 7 | 0.9 | 0.022 | 1661 |
| COc1ccc(OCC(=O)Nc2nc3ccccc3[nH]2)cc1 | -5 | 0.9 | 6 | 1 | 5 | 0 | 1.1 | · | 1.1 | 2 | 1323 |

Remaining list, next part:
SMILES	PPARg SRC-1 ag	Diaph act CS	Diaph inh CS	G6PDH CS	PPARg SRC2 recr	PPARg SRC-3 ag	PMI act	S1P3 antagonist	PMI act hi M6P	ROMK mod	SRC2 TRFRET art
Cc1cc(NC(=O)CSc2nc3ccccc3n2CC(=O)N2CC(C)CC(C)C2)no1 (stereo not given)	6	0.9	11	-1	6	-1	1	3	1	·	1617
COc1ccccc1C(=O)NCC(=O)OCC(=O)c1ccc2c(c1)-c1ccccc1C2	4	0.8	18	-22	16	8	1	-1	0.9	0.41	1874
COC(=O)Cc1c(OC)ccn(CCc2c[nH]c3ccccc23)c1=O	6	0.9	9	10	2	4	1	-14	1.1	0.9	1676
Cc1ccc(C2Nc3ccc4ccccc4c3C3=C2C(=O)CC(C)(C)C3)o1 (stereo not given)	-3	0.7	28	2	4	18	0.8	·	0.8	-1.1	1546
O=C(O)c1cc(-c2ccc(/C=C3\NC(=O)N(c4ccc(Cl)cc4)C3=O)o2)ccc1Cl	4	0.6	40	-1	3	0	1.5	-7	1.2	-0.01	1448
COc1ccccc1-c1cc(C(F)(F)F)nc(S(=O)(=O)CCCC(=O)O)n1	1	0.9	8	0	10	-4	1.1	·	1.2	0.011	1443
O=C(C1CCN(S(=O)(=O)c2ccccc2[N+](=O)[O-])CC1)N1CCOCC1	6	1.1	-8	4	-6	2	1	-8	1.1	0.061	1404
O=C(Oc1oc(-c2ccco2)nc1C=Nc1ccccc1)c1ccoc1	7	1.1	-5	2	2	1	1.1	·	1.1	-0.046	1549
Cc1ccc2nc(-c3ccc(NS(=O)(=O)c4ccc(F)cc4)cc3)sc2c1	2	0.7	31	-1	1	-1	0.9	-2	0.8	-0.081	1579
COc1ccc(Oc2nc(-c3ccccc3)ncc2S(=O)(=O)c2ccccc2)cc1	2	0.9	6	-11	0	10	0.9	·	0.9	·	1595
CCOC(=O)c1ccc(NC(=S)NC(=O)c2nn(CC)cc2Br)cc1	2	1	1	8	10	2	1.2	-15	1.1	0.78	1546
CCOc1cc(C(=O)Nc2nnc(CC)s2)ccc1OCC(=O)N1CCOCC1	6	1	-4	5	2	-3	1	·	1	·	1393
O=c1cc(CSc2nnc(NC3CCCCC3)s2)nc2sccn12	-4	0.9	7	4	-3	-1	1.2	-9	1	-0.71	1484
CCc1ccc(NC(=O)CSc2nnc(CNC(=O)c3c(F)cccc3Cl)o2)cc1	-6	0.9	8	2	-3	-3	1	·	1	-0.98	1519
Brc1cc2c(cc1C1Nc3ccccc3C3C=CCC31)OCO2 (stereo not given)	2	0.8	19	-8	3	-2	0.8	-3	0.9	0.0035	1622
CN(C)CCNC(=O)Cn1nc(-c2ccc(Cl)cc2)ccc1=O	-2	0.9	6	17	-7	-6	1	-2	0.9	0.45	1444
Cc1cccc2cc(CN(CCCN3CCOCC3)Cc3nnnn3C(C)(C)C)c(=O)[nH]c12	-3	1	0	12	-10	-1	1	-3	1	-1.1	1261
Cc1cc(C)c(NC(=O)CS(=O)CC(=O)NCCCc2ccccc2)c(C)c1 (stereo not given)	4	1	4	7	5	11	1	·	1.1	·	1693
O=C(NNC1=NCCC1)c1cccc(S(=O)(=O)N2CCCC2)c1	1	0.9	9	4	8	-6	1.1	-2	1	0.68	1549
O=C1C=C(NCc2ccc(Cl)cc2Cl)C2(CCCCC2)O1	0	0.8	16	-2	9	7	1	·	1	-2.3	1631
Cn1c(SCC(=O)N2CCc3ccccc3C2)nnc1-c1ccncc1	3	1.1	-6	-1	10	-1	1.3	1	1.5	0.19	1532
O=C(N1CCC(O)(c2cccnc2)CC1)C12CC3CC(CC(C3)C1)C2	7	1	-3	12	3	-8	1	-4	1	·	1675
C#CCn1c(=NC(=O)c2ccccc2[N+](=O)[O-])sc2cc(S(C)(=O)=O)ccc21	-2	1	-1	4	3	3	1	-6	1	·	1571
Cc1ccc(-c2nn(-c3ccccc3)cc2C(=O)O)o1	2	0.6	36	5	9	2	1.3	-12	1.3	-0.78	1404
CC(C)NC(=O)C(=O)NC1CCCCCC1	-4	0.9	11	0	2	0	1	·	1	1.3	1372
Fc1ccc2nc3n(c2c1F)CCCCCC3	2	0.9	9	16	-9	5	1.1	3	1	·	1437
Cc1ccc(NC(NC(=O)c2ccccn2)C(Cl)(Cl)Cl)cc1 (stereo not given)	9	1.1	-6	-1	12	0	1.1	·	1	·	1666
NC(=O)C1(N2CCCCC2)CCN(Cc2ccccc2Cl)CC1	-7	0.9	10	10	-15	0	1	5	1	-1.6	1266
CCOP1(=O)C=C(C(C)(C)C)OC1c1ccc(F)cc1 (stereo not given)	-1	0.9	10	19	1	2	1	-24	1	·	1532

No enrichment for hits; 3.3% or so of the library scored in one or more.
